# From PubChem
# Y pestis TopoI: Yersinia pestis topoisomerase I inhibitors, primary screen, biochemical, cleavage product accumulation, plate reader, single point | Y. pestis Topo-I cleavage product accumulation | activity, % at 10 µM | 360,000 tested, 0.064% active; in the data active means activity above about 50%, passing the limit was not always enough; inconclusive means no clear call, values can overlap the other calls; further: inactives centre near 2
# TcdB inh: TcdB glycohydrolase inhibitors, primary screen, biochemical, single point, plate reader; 350,000 tested, 0.24% active; Toxin B (Clostridioides difficile), P18177; inhibition, % at 9.99 µM; AID 652162, 2013; TcdB glycohydrolase enzymatic assay; in the data active means inhibition above about 10%
# GDH-TPI counter: GDH-TPI coupling enzyme inhibitors, primary screen, artefact control for M. tuberculosis FBA inhibitor project, biochemical, absorbance, full deck; inhibition, % at 4.8 µM; AID 588335, 2011; 360,000 tested, 1.2% active; GDH-TPI coupled enzyme counterscreen, NADH absorbance; in the data active means inhibition above about 30%;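 further: 0% = DMSO wells and 100% = wells lacking the enzyme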
# Mtb UGM inh: M. tuberculosis UGM enzyme inhibitors, primary screen, biochemical, fluorescence polarization, single point. purified UGM, fluorescence polarization probe displacement. 320,000 tested, 0.06% active. inhibition, % at 10 µM; in the data active means inhibition above about 10%, passing the limit was not always enough; inconclusive means no clear call, values can overlap the other calls
# FadD28 FP inh: inhibitors of FadD28 bisubstrate probe binding, primary screen, biochemical, fluorescence polarization, single point. Mycobacterium tuberculosis FadD28 fatty-acid-AMP ligase. 360,000 tested, 0.22% active. inhibition, % at 12.5 µM; in the data active means inhibition above about 8.5%, passing the limit was not always enough; inconclusive means no clear call, values can overlap the other calls
# FBA Mtb inh: Mtb FBA enzyme inhibitors, primary screen, biochemical, fluorescence, strain H37Rv | purified M. tuberculosis FBA, fluorescence read-out | inhibition, % at 1 µM | 360,000 tested, 2.3% active; in the data active means inhibition above about 27%;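 further: 0% = vehicle and 100% = reference inhibitor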
# BH1578 lux ind: inducers of Vibrio cholerae quorum light production without autoinducers, primary screen, BH1578 luxS cqsA deficient, single point | V. cholerae BH1578 lux reporter, luminescence, 6 h | activation, % at 18.7 µM | 350,000 tested, 0.16% active; in the data active means activation mostly above about 9.7%, no sharp cut-off; inconclusive means no clear call, values can overlap the other calls; inactive means mostly below about 3.7%; further: not every result past the cut was called active; inactives centre near 0; reference of the scale not given here
# PfHsp40 yeast: rescue of yeast from PfHsp40 toxicity, primary screen, S. cerevisiae, ATP luminescence | 340,000 tested, 0.68% active | growth rescue, % at 12.5 µM | AID 504582, 2011 | S. cerevisiae expressing PfHsp40, growth rescue; in the data active means growth rescue above about 28%, passing the limit was not always enough; inconclusive means no clear call, values can overlap the other calls;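 further: yeast W303a lacking pdr1 and pdr3 grown in galactose medium; growth measured after three days at 30 °C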
# Mtb BioA inh: M. tuberculosis BioA enzyme inhibitors, primary screen, biochemical, plate reader, single point, HTS. inhibition, % at 9.99 µM. purified M. tuberculosis BioA enzyme. 360,000 tested, 0.096% active; in the data active means inhibition above about 40%; inconclusive means no clear call, values can overlap the other calls
# * hit, by the source's call; i = inactive; ? = inconclusive; . = not tested or not shown; & = joins results of further samples.
1: COc1ccc(NC(=O)COc2cc(C)cc(C)c2)cc1S(=O)(=O)N1CCCCC1
2: Cc1ccc(NS(=O)(=O)c2ccccc2[N+](=O)[O-])cc1C
3: Cn1c(C(O)c2ccc(Cl)cc2)nc(Cl)c1Cl (centres undefined)
4: O=C(NCC1CCCO1)C1CCCN(S(=O)(=O)c2ccc(Cl)cc2)C1 (centres undefined)
5: C=CCNc1nc(C(F)(F)F)nc2c1nnn2Cc1ccccc1Cl
6: CCC(=O)OC1CCC2C3CCC4CC(=O)C=CC4(C)C3CCC12C (centres undefined)
7: O=C(CNC(=O)c1ccc(Cl)cc1)NNC(=O)c1ccc(Br)cc1
8: C[C@H](CO)N1C[C@H](C)[C@@H](CN(C)CC2CCCCC2)Oc2c(NS(=O)(=O)c3ccccc3)cccc2C1=O
assay / entry,1,2,3,4,5,6,7,8
Y pestis TopoI,-9,2,-2,2,-4,39,-2,6
TcdB inh,3.0,1.5,.,1.1,1.2,0.2,0.0,-2.9&1.3
GDH-TPI counter,2,5,1,-9,15,0,-6,4
Mtb UGM inh,.,0.4,-1.3,-0.7,-2.9,.,1.8,3.2
FadD28 FP inh,-1.0,-3.1,-4.2,-3.9,-1.5,-1.8,-6.0,-2.6
FBA Mtb inh,3,1,0,-4,0,-2,-2,5
BH1578 lux ind,-0.5,0.7,-0.2,-0.2,-1.5,.,-5.6,i
PfHsp40 yeast,1.1,4.7,2.1,-0.3,-2.1,-3.0,0.4,-1.1
Mtb BioA inh,-2.9,.,.,-0.3,-2.1,.,0.4,-1.7&-0.7

9: CCOC(=O)Nc1ccc2c(CN3CCN(S(=O)(=O)c4ccccc4F)CC3)cc(=O)oc2c1
10: O=C(COC(=O)c1ccccc1[N+](=O)[O-])NC(=O)c1ccccc1
11: COc1ccc(-n2cc(C(=O)Nc3cc([N+](=O)[O-])ccc3OC)c3ccccc3c2=O)cc1
12: CCn1c(SCC(=O)NC2CCCc3ccccc32)nnc1-c1ccncc1 (centres undefined)
13: O=C1C2C(C(=O)N1Cc1ccco1)C1C=CC2C12CC2 (centres undefined)
14: CN1C2CCC1C(C(=O)O)C(O)C2 (centres undefined)
15: Cc1ccsc1/C=N/NC(=O)c1ccco1
16: CCOc1ccc(NC(=O)CSc2nnc(-c3ccco3)n2N)cc1
assay / entry,9,10,11,12,13,14,15,16
Y pestis TopoI,18,2,12,-5,1,-3,-2,7
TcdB inh,1.9,-1.6,0.5,.,.,0.1,.,0.0
GDH-TPI counter,13,-1,11,-1,-5,2,33*,-2
Mtb UGM inh,.,0.8,-1.2,0.6,0.9,.,0.0,-2.4
FadD28 FP inh,-3.7,-0.9,1.3,-1.6,-2.1,-1.9,-0.5,-1.8
FBA Mtb inh,7,1,-1,5,2,4,-1,2
BH1578 lux ind,i,-5.6,-0.3,0.3,-1.2,-0.5,-0.4,7.7
PfHsp40 yeast,0.3,0.6,0.5,-0.2,-0.2,-0.5,-2.6,-0.6
Mtb BioA inh,.,.,2.1,.,.,-1.9,.,0.0

17: O=C(Nc1nnc(CSCc2ccc(F)cc2)s1)c1cccc([N+](=O)[O-])c1
18: CC(O)(c1cccnc1)c1nc(-c2cccc(C(F)(F)F)c2)cs1 (centres undefined)
19: Cc1nn(-c2ccccc2)c(C)c1/C=N/NC(=O)c1ccc(F)cc1
20: CC(C)NC(=O)N(C)C[C@H]1Oc2ccc(NC(=O)NC3CCCCC3)cc2C(=O)N([C@H](C)CO)C[C@@H]1C
21: O=C1CCc2cc(S(=O)(=O)NCCC(=O)N3CCN(c4cccc(Cl)c4)CC3)ccc2N1
22: Cc1ccc(S(=O)(=O)N(C)C)cc1NC(=O)c1cc(=O)[nH]c2ccccc12
23: CN(C)S(=O)(=O)c1cc(NC(=O)CSc2ncc(C(F)(F)F)cc2Cl)ccc1Cl
24: O=C(CCCN1C(=O)/C(=C\c2cccc(Br)c2)SC1=S)Nc1cccnc1
assay / entry,17,18,19,20,21,22,23,24
Y pestis TopoI,-14,13,8,?,-7,-1,3,17
TcdB inh,.,1.9,1.0,-0.7&-0.9,.,-0.3,.,0.4
GDH-TPI counter,6,-5,6,9,5,9,-3,3
Mtb UGM inh,-0.1,.,5.0,-5.1,-1.0,1.1,-0.4,-0.3
FadD28 FP inh,-1.3,?,-2.2,-0.4,-3.3,-4.2,13*,-1.5
FBA Mtb inh,-3,-6,2,4,0,4,-2,1
BH1578 lux ind,-0.2,i,-0.5,-1.2,-0.2,i,0.6,i
PfHsp40 yeast,0.4,.,1.5,-1.3,-1.2,0.0,4.5,7.8
Mtb BioA inh,-0.4,2.7,.,1.0&-1.5,-0.2,-1.4,.,20

25: C#CCOCCOCCOCCNc1nc(N2CCN(C(=O)[C@H]([C@@H](C)CC)n3cc(CCC(=O)O)nn3)CC2)nc(N2CCN(C(=O)[C@H](CCCCN)n3cc(CC(C)O)nn3)CC2)n1 (some centres undefined)
26: CN(c1nc2ccccc2n2c(-c3ccco3)nnc12)S(=O)(=O)c1ccccc1
27: Cc1ccc(C)c(OCc2cc(C(=O)N(C)Cc3nccs3)no2)c1
28: Cc1ccc(CN2C(=O)N/C(=C\c3ccc(N4CCOCC4)cc3)C2=O)cc1
29: CCN(CC(=O)NC(=O)NCc1ccccc1)Cc1nc2ccccc2c(=O)[nH]1
30: CCOc1cc(/C=C2\N=C(C)OC2=O)cc(Br)c1OCC(=O)OC
31: Cc1cccc(NC(=O)C2C(c3ccccc3)C2(Cl)Cl)c1 (centres undefined)
32: O=C(N/C(=C/c1ccco1)C(=O)N1CCCCCC1)c1cccs1
assay / entry,25,26,27,28,29,30,31,32
Y pestis TopoI,16,-4,28,8,4,11,-6,?
TcdB inh,-0.2,.,0.6,.,0.7,0.9,0.0,.
GDH-TPI counter,8,10,-5,15,-1,-6,-2,22
Mtb UGM inh,.,-1.2,0.1,.,1.4,-1.3,-2.6,1.1
FadD28 FP inh,-0.2,0.2,1.3,1.3,-5.5,0.7,-9.7,-1.1
FBA Mtb inh,-2,4,0,0,-3,0,0,-4
BH1578 lux ind,-2.4,-0.3,-0.3,-0.3,-0.3,i,1.7,1.9
PfHsp40 yeast,-0.7,-0.9,0.8,-1.2,-0.8,0.3,0.7,-1.8
Mtb BioA inh,0.3,-0.3,2.0,.,-3.0,.,.,-1.5

33: Cn1c(=O)c2c(O)c(Cc3ccccc3)c(=O)[nH]c2n(C)c1=O
34: Cc1cccc(NC(=O)Cn2nnc(C(=O)NCc3ccco3)c2N)c1
35: CCN(CC)c1ncnc2c1ncn2[C@H]1CN(Cc2ccccc2)C[C@@H](COC(C)=O)O1
36: O=C(COc1ccc(S(=O)(=O)NC2CCCC2)cc1)N1CCCCCC1
37: CCCOc1ccc(N2C(=O)CC(N3CCN(c4ccc([N+](=O)[O-])cc4)CC3)C2=O)cc1 (centres undefined)
38: CCCCC(=O)Nc1ccc(NC(=O)c2ccc3c(c2)OCO3)cc1OC
39: Cc1ccc(-n2[nH]c(C)c(/C=C3/C=Nc4ccccc43)c2=O)cc1C
40: CCCC1C(=O)N2C(N(C)C)=Nc3ccc(C)cc3N2C1=O (centres undefined)
assay / entry,33,34,35,36,37,38,39,40
Y pestis TopoI,-1,-4,21,15,2,8,-8,-3
TcdB inh,1.0,0.4,0.7,.,1.6,.,.,-0.5
GDH-TPI counter,-1,2,9,5,-4,1,4,5
Mtb UGM inh,3.7,2.1,.,-0.5,0.5,-1.3,-0.4,0.5
FadD28 FP inh,-2.5,4.3,-0.2,0.8,-2.9,-0.9,-2.2,-1.5
FBA Mtb inh,0,3,2,1,-9,0,-2,-3
BH1578 lux ind,-0.4,0.9,i,-1.2,-0.7,12,0.0,i
PfHsp40 yeast,-0.7,8.0,.,0.4,1.7,-0.6,5.5,-0.4
Mtb BioA inh,-0.4,.,-2.0,0.1,-1.9,-0.1,0.5,-1.9

# In the list so far, these have bromine.
7: O=C(CNC(=O)c1ccc(Cl)cc1)NNC(=O)c1ccc(Br)cc1
24: O=C(CCCN1C(=O)/C(=C\c2cccc(Br)c2)SC1=S)Nc1cccnc1
30: CCOc1cc(/C=C2\N=C(C)OC2=O)cc(Br)c1OCC(=O)OC
assay / entry,7,24,30
Y pestis TopoI,-2,17,11
TcdB inh,0.0,0.4,0.9
GDH-TPI counter,-6,3,-6
Mtb UGM inh,1.8,-0.3,-1.3
FadD28 FP inh,-6.0,-1.5,0.7
FBA Mtb inh,-2,1,0
BH1578 lux ind,-5.6,i,i
PfHsp40 yeast,0.4,7.8,0.3
Mtb BioA inh,0.4,20,.

# New compounds follow.
41: CCOc1ccc(NC(=O)CN(C)C(=O)c2cc3c(s2)CCC3)cc1OCC
42: COc1ccc(N2CCN(CC(=O)Nc3ccc(C)cc3)CC2)cc1
43: COc1ccc(CNc2ncnc3sccc23)cc1
44: CCCCc1cc(=O)oc2c(C)c(OCc3nn[nH]n3)ccc12
45: Cc1ccc2[nH]cc(CCCN3C(=O)c4ccccc4C3=O)c2c1
46: Cc1ccc(S(=O)(=O)N(C)C)cc1NC(=O)C(C)N(C)Cc1sccc1C (centres undefined)
47: CCOC(=O)c1c(C)[nH]c(C(=O)COC(=O)CNC(=O)c2ccccc2Cl)c1C
48: O=C(Cn1cc(S(=O)(=O)Cc2ccccc2F)c2ccccc21)N1CCOCC1
assay / entry,41,42,43,44,45,46,47,48
Y pestis TopoI,4,12,5,-2,-5,27,11,-13
TcdB inh,1.0,-1.7,0.9,-3.2,-1.8,0.2,.,-0.8
GDH-TPI counter,-1,12,-5,12,1,-3,8,12
Mtb UGM inh,.,4.9,0.7,-2.9,-1.7,-2.5,2.8,0.6
FadD28 FP inh,-3.1,-2.5,-3.6,-5.9,-0.5,1.5,-0.3,-1.9
FBA Mtb inh,0,-1,1,28*,-2,0,0,4
BH1578 lux ind,i,i,0.7,-0.4,-0.2,-0.4,i,i
PfHsp40 yeast,.,-0.9,865*,0.6,1.6,1.0,-1.7,-1.8
Mtb BioA inh,-2.1,1.6,30,1.9,.,-1.1,.,0.0

49: COC(=O)[C@@H]1OC(=O)[C@H]2O[C@@]23[C@@]1(C)CC[C@@H]1[C@@]2(C)C=CC(=O)OC(C)(C)[C@@H]2CC(=O)[C@]13C
50: COc1ccc(N(CC(=O)Nc2nc3ccc(C)cc3s2)S(=O)(=O)c2c(C)nn(C)c2C)cc1
51: CCc1nn(CC(=O)NCCCN(C)C2CCCCC2)c(=O)c2cc3occc3n12
52: CCOc1ccc2[nH]cc(S(=O)(=O)c3ccc(C)cc3)c(=O)c2c1
53: O=C(CNC(=O)c1ccc(-c2ccccc2)cc1)Nc1ccc(S(=O)(=O)Nc2ncccn2)cc1
54: O=C(COC(=O)c1cc(Cl)ccc1O)c1ccc2c(c1)OCO2
55: Cc1ccccc1OCC1Cn2c(nc3c2c(=O)n(C)c(=O)n3C)O1 (centres undefined)
56: O=C(c1cc2ccccc2oc1=O)N1CCOCC1
57: COc1ccc(CC(=O)Nc2ccc(N3CCOCC3)cc2)cc1S(=O)(=O)N1CCOCC1
assay / entry,49,50,51,52,53,54,55,56,57
Y pestis TopoI,-9,17,5,9,-5,5,0,-3,-1
TcdB inh,0.2,1.7,.,1.0,2.0,0.4,0.4,0.4,1.6
GDH-TPI counter,1,4,-5,8,3,-1,0,5,6
Mtb UGM inh,-3.3,1.4,-3.7,1.6,1.2,-1.1,1.6,-0.1,0.9
FadD28 FP inh,-1.5,-5.7,-0.7,-2.7,-3.8,0.4,-4.6,-0.4,0.4
FBA Mtb inh,0,-2,1,7,1,7,1,3,0
BH1578 lux ind,i,-0.6,-0.3,-0.3,-2.8,-0.4,-0.7,0.4,i
PfHsp40 yeast,-0.2,-0.7,0.3,-2.3,1.2,-0.3,0.0,0.0,-1.2
Mtb BioA inh,-0.8,-1.8,2.9,-1.0,-0.5,.,2.2,-0.8,-0.7
